Assay outcomes as filed in PubChem.
S1P2 ag: agonists of human S1P2 receptor; O95136; S1P2-expressing cell line, agonist reporter read-out; activation, % at 4.5 µM; actives 0.46% (n = 97,000); AID 729; in the data active means activation above about 16%;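 further: 0% = vehicle low control and 100% = maximal reference agonist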
Target sequence (O95136 whole entry, looked up): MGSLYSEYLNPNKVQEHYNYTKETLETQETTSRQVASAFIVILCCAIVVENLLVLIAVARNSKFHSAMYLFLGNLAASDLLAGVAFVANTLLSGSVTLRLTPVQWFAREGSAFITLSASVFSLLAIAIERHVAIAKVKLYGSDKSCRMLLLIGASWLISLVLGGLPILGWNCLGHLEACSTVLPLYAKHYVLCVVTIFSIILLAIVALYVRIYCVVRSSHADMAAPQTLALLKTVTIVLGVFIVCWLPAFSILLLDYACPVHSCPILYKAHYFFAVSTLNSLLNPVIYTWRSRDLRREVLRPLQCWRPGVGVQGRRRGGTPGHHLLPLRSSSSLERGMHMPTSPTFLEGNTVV
LYP act: activators of human LYP (PTPN22) phosphatase. Q9Y2R2. recombinant LYP, DiFMUP fluorescence; 0 = plate median, 100 = signal doubled. activation, % at 2 µM. actives 0.11% (n = 96,000). AID 697;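 active means activation at 2 µM above a set limit, the mean plus 5 SD, cut at about 37% in these data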
S1P2 blocker: blocks the human S1P2 receptor | O95136 | cell-based S1P2 antagonist assay, inhibition at 5 uM | inhibition, % at 5 µM | actives 0.21% (n = 97,000); in the data active means inhibition above about 45%;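 further: CRE beta-lactamase reporter cells expressing human S1P2 stimulated with S1P; 0% = agonist at EC80 alone and 100% = agonist plus reference antagonist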
sEH activator: soluble epoxide hydrolase (human) activation | P34913 | purified human sEH enzymatic activity, activator screen | activation, % at 2 µM | actives 0.04% (n = 91,000) | AID 717; in the data active means activation above about 37%; further: values of inactives mirror those of a sister screen read the other way
Target sequence (P34913 whole entry, looked up): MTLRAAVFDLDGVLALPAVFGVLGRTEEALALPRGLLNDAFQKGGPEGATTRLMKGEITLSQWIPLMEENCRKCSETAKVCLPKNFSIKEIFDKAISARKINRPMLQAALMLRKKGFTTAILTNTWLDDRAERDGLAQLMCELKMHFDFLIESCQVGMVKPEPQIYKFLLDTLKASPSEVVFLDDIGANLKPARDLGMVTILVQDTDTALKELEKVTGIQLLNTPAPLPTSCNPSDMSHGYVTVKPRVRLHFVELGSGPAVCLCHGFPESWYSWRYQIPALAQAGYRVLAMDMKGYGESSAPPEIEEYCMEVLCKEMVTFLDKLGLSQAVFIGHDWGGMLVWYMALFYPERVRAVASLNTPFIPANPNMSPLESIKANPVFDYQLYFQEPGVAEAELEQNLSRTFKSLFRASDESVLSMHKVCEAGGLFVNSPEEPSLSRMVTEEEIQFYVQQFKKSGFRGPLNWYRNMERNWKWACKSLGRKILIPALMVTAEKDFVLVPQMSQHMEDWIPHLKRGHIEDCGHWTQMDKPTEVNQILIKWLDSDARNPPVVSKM
Fibroblast inh: blocks proliferation of human lung fibroblasts | LL 47 human lung fibroblast viability, ATP luminescence; hits give low values | actives 1.1% (n = 85,000) | viability, % at 10 µM | AID 719;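 active means viability at or below 50% in the single dose screen; inactive means viability above 50%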;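 further: compound exposure lasted 72 h before the ATP readout; 100% = median luminescence of untreated cell-only wells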
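test system = LL 47 human lung fibroblasts | amount = 1,150 fibroblasts seeded per well | medium = 15% FBS in IMEM | times = overnight cell rest, 72 h compound treatment at 37 °C | measured by = CellTiter-Glo luminescence measuring cellular ATP | read-out = viability percentage against median untreated-cell control | benchmarks = cell-only wells, no compound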
sEH inhibitor: soluble epoxide hydrolase (human) inhibition; P34913; recombinant human sEH enzymatic activity assay; inhibition, % at 2 µM; actives 0.34% (n = 91,000); AID 707; in the data active means inhibition above about 80%; further: values of inactives mirror those of a sister screen read the other way; many of its hits are not listed in these tables
PostGolgi ctrl: yeast control strain growth, post-Golgi counter-screen | efflux-deficient yeast background strain, growth absorbance A615, 16 h | actives 5% (n = 98,000) | inhibition, % at 10 µM; in the data active means inhibition above about 30%
HUVEC prolif 384: human endothelial cell proliferation inhibition | HUVEC proliferation, CellTiter-Glo luminescence, 72 h; hits give low values | actives 1.1% (n = 86,000) | viability, % at 10 µM (by protocol) | AID 648;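 active means viability at or below 30%; inactive means viability above 30%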;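 further: 100% = median luminescence of DMSO-only cell control wells on each plate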
H69AR inhibit: growth inhibitors of human H69AR lung tumor cells; actives 6% (n = 85,000); H69AR lung tumor viability, ATP luminescence, 72 h; hits give low values; AID 598; viability, % at 10 µM;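 active means viability at or below 40%; inactive means viability above 40%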;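 further: multidrug resistant small cell line overexpressing MRP-1 efflux transporter; 100% = mean luminescence of untreated control wells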
* hit, by the source's call; · = no result given.

SMILES	S1P2 ag	LYP act	S1P2 blocker	sEH activator	Fibroblast inh	sEH inhibitor	PostGolgi ctrl	HUVEC prolif 384	H69AR inhibit
CC(=O)c1ccc(S(=O)(=O)N2CCCC2)cc1	-7	-7	1	-8	103	9	-1	102	109
CCS(=O)(=O)Nc1cccc(-c2nc3cccnc3s2)c1C	-9	-6	-9	4	89	-2	0	107	85
CCC(C)Cn1c(C(C)O)nc2ccccc21 (configuration not stated)	-3	-3	-9	0	104	-5	2	98	97
Cc1ccc(-c2nn3c(-c4ccco4)nnc3c3ccccc23)cc1S(=O)(=O)NCC1CCCO1 (configuration not stated)	9	-5	18	3	89	-2	-2	72	16*
COc1ccc(C(C(O)C(=O)c2c[nH]c3ccccc23)N2CCN(c3ccccc3)CC2)cc1 (configuration not stated)	-3	-7	-2	-9	80	6	22	74	90
Cn1c(-c2ccc(Br)o2)nc2cc(Br)ccc21	-8	-9	14	-6	94	4	13	84	74
Cc1ccc(CNC(=O)c2ccc(Br)o2)cc1	-3	-1	7	-4	98	6	-4	86	84
CC(=O)Nc1ccc(S(=O)(=O)N2CCC(n3cnc4cc(F)ccc43)CC2)cc1	-5	-2	11	15	98	-14	-5	83	70
CCCN1CCN(CCCNC(=O)CN2C(=O)COc3ccccc32)CC1	·	·	·	·	101	·	7	99	88
CCOc1cc2[nH]c(=S)n(CCCC(=O)NCc3ccco3)c(=O)c2cc1OCC	-6	20	4	10	90	-10	-1	91	96
O=C(c1ccccc1)N1CCN(C2CCCCCC2)CC1	-10	1	-15	14	104	-14	6	99	88
CCOc1ccc(NC(=S)N(Cc2ccc(Cl)cc2)Cc2ccco2)cc1	-5	6	13	2	·	0	7	·	·
COC(=O)c1cc(-c2ccccc2)n[nH]1	-6	-3	3	-6	99	6	8	101	99
COc1cc(OC)cc(C(=O)Nc2cc(NC(=O)c3ccco3)ccc2OC)c1	-7	9	-2	0	94	0	14	84	37*
O=c1[nH]c(Cc2cccs2)nc2ccccc12	-9	4	13	-6	95	8	4	91	97
CCN(CC)C1=CC(=O)OC12CCCCC2	-6	-3	9	·	98	·	1	98	99
O=C(Nc1cccc(N2CCCC2)c1)c1cccs1	-5	8	1	-7	98	6	4	99	80
O=C(Nc1c2c(nn1-c1ccc(F)cc1)CS(=O)(=O)C2)C12CC3CC(CC(C3)C1)C2	-2	-3	-5	18	98	-17	9	93	96
CCOC(=O)c1ccc(N2C(=O)CC(N3CCC(O)(c4ccc(Cl)cc4)CC3)C2=O)cc1 (configuration not stated)	-6	11	39	-6	100	6	15	97	101
COCCNc1cc(C)nc2ccccc12	-5	9	2	·	92	·	14	95	83

Two entries from above, set out differently:
CC(=O)c1ccc(S(=O)(=O)N2CCCC2)cc1
  S1P2 ag: -7 | LYP act: -7 | S1P2 blocker: 1 | sEH activator: -8 | Fibroblast inh: 103 | sEH inhibitor: 9 | PostGolgi ctrl: -1 | HUVEC prolif 384: 102 | H69AR inhibit: 109
CCS(=O)(=O)Nc1cccc(-c2nc3cccnc3s2)c1C
  S1P2 ag: -9 | LYP act: -6 | S1P2 blocker: -9 | sEH activator: 4 | Fibroblast inh: 89 | sEH inhibitor: -2 | PostGolgi ctrl: 0 | HUVEC prolif 384: 107 | H69AR inhibit: 85

Continuation.
SMILES	S1P2 ag	LYP act	S1P2 blocker	sEH activator	Fibroblast inh	sEH inhibitor	PostGolgi ctrl	HUVEC prolif 384	H69AR inhibit
CCOC(=O)Cc1cc(=O)n2[nH]c(C)c(C#N)c2n1	-2	7	-18	-8	101	8	11	96	106
CCc1nnc(NC(=O)CSc2nnc3scc(-c4ccc(C)cc4)n23)s1	-1	6	-11	7	103	-5	·	94	82
CCn1c(SCC(=O)N2CCC(C(N)=O)(N3CCCCC3)CC2)nc2ccccc2c1=O	-4	-7	5	-11	90	14	·	81	9.0*
CCCCC(=O)Nc1cc(NC(=O)CCCC)cc(C(=O)O)c1	-5	-5	-8	1	99	2	6	98	92
COc1ccc(CNC(=O)c2csnn2)cc1	-2	12	3	0	98	0	1	93	94
Cn1c(Cl)c(/C=N/OC(=O)c2ccccc2Cl)c2ccccc21	-8	-3	16	-4	·	6	11	·	·
CSc1ncccc1C(=O)OCn1nnc2ccccc2c1=O	-2	-8	-20	18	110	-19	6	114	103
CN(C)c1ccnc2sc3c(=O)n(-c4ccc(Cl)cc4)cnc3c12	-3	-4	21	-4	102	2	·	67	81
O=C(C1CCN(Cc2ccccc2)CC1)N1CCCC1	·	·	·	·	98	·	5	99	102
CCOc1ccc(NC(=O)N2CCC(NC(=O)C(Cc3ccc(OC)c(OC)c3)NC(C)=O)CC2)cc1 (configuration not stated)	-2	-6	-9	-10	102	9	0	105	101
CC(OC(=O)C1=Cc2ccccc2OC1)C(=O)NC1CCCC1 (configuration not stated)	-5	4	0	9	·	-7	8	·	·
N#Cc1c(-c2ccc(F)cc2)noc1N	-8	-3	-4	-4	88	6	4	85	87
CN(C)c1ccc(CN(C)C2CCCCC2)cc1	1	6	-13	-8	97	9	7	100	77
COc1ccc(C2N(c3ccc(F)cc3)C(=O)C3CCCN32)cc1 (configuration not stated)	-3	0	32	-3	98	1	20	97	90
COCc1nnc(NS(=O)(=O)c2ccc(C)cc2)s1	-3	-10	-6	5	99	-2	2	103	97
COC(=O)Cc1[nH]nc2c1C1(C(=O)N(Cc3ccccc3)c3ccccc31)C(C#N)=C(N)O2 (configuration not stated)	-3	-17	11	11	100	-12	7	93	74
COC(=O)CCC(=O)Nc1cccc2ccccc12	-4	-2	3	-5	104	7	34*	105	83
O=C(NCc1ccc2c(c1)OCO2)C1CCN(C(=O)Nc2ccc(Cl)cc2)CC1	-6	3	4	-76	100	76	0	83	89
CCOc1ccc2nc3ccc4[nH]onc4c3c2c1	-6	-10	10	·	89	·	·	72	96
CC1=C(C(=O)OC(C)C)C(c2ccncc2)n2ncnc2N1 (configuration not stated)	-5	4	-14	11	102	-8	-6	107	89

Copied from the list.
In Fibroblast inh, COc1ccc(C2N(c3ccc(F)cc3)C(=O)C3CCCN32)cc1 (configuration not stated) reads 98
In sEH inhibitor, CC(=O)Nc1ccc(S(=O)(=O)N2CCC(n3cnc4cc(F)ccc43)CC2)cc1 reads -14

Additional records.
SMILES	S1P2 ag	LYP act	S1P2 blocker	sEH activator	Fibroblast inh	sEH inhibitor	PostGolgi ctrl	HUVEC prolif 384	H69AR inhibit
Cc1nc(CSc2ccc(Cl)cc2)cc(NCc2ccccc2)n1	-4	-1	-11	6	94	-7	26	83	75
COc1ccc(S(=O)(=O)N2CCC(C(=O)NCCC3=CCCCC3)CC2)cc1OC	0	-4	5	-47	93	47	15	92	96
COc1ccc(S(=O)(=O)N2CCCC(C(=O)N3CCCCCC3)C2)cc1 (configuration not stated)	-6	-1	20	0	97	-1	66*	99	103
O=c1[nH]c(-c2ccccn2)nc2ccccc12	-5	0	14	-1	77	0	-1	70	84
CCC(C)NC(=O)c1ccccc1NC(=O)c1ccc(CSc2ccc(C)cc2)cc1 (configuration not stated)	-2	12	7	-6	·	6	-6	·	·
COc1ccc(C(=O)N/N=C/c2cc3ccccc3[nH]c2=S)cc1	-5	-3	-8	-7	·	8	8	·	·
CCN(CC)C(=O)Cn1cnc2c1c(=O)n(C)c(=O)n2C	-4	1	-1	-3	104	2	-2	96	99
O=c1ccn(-c2cccc(C(F)(F)F)c2)nc1-c1ccn(-c2ccccc2F)n1	19*	1	-29	-5	·	4	22	·	·
O=c1[nH]c(SCc2ccccc2Cl)nc2c1CCCC2	-6	7	8	-6	95	5	10	84	89
O=C(c1ccccc1)c1ccc(OCC(O)CN2CCN(S(=O)(=O)N3CCCCC3)CC2)cc1 (configuration not stated)	-5	5	-7	12	92	-8	11	74	74
C=C1C2(C(=O)Nc3nccs3)CCC(C2)C1(C)C (configuration not stated)	-2	3	-9	2	96	-3	18	93	91
CCOC(=O)c1sc2ncn(C(C)C(=O)OC)c(=O)c2c1C (configuration not stated)	0	-8	-21	6	97	-3	8	111	103
CC1CCCCN1C(=O)CSc1nnc(CSc2ncccn2)n1C (configuration not stated)	-7	1	-5	-9	103	8	18	108	97
CCCOc1ccc(N2C(=O)C3ON(c4ccccc4)C(CCC)C3C2=O)cc1 (configuration not stated)	-3	0	-1	-9	98	10	-5	88	93
O=C(CNC(=O)c1ccccc1)OC(C(=O)Nc1cc(C(F)(F)F)ccc1Cl)c1ccccc1 (configuration not stated)	-4	-4	10	0	108	2	17	117	95
CCOc1ccccc1NS(=O)(=O)N(C)C	-3	4	-13	-9	103	6	-3	106	97
CCN1C(=O)CC(C(=O)NC)SC1=Nc1cc(Cl)c(O)c(Cl)c1 (configuration not stated)	-5	4	0	-3	101	5	0	103	73
Cc1ccc(Cn2c(-n3nc(C)cc3C)nc3c2c(=O)[nH]c(=O)n3C)cc1	-2	6	-5	3	92	-4	2	96	64
COc1ccc(-c2c(C#N)c(C)nc3c2C(=O)c2ccccc2-3)cc1	-4	2	-1	-10	96	13	19	79	67
C=CCn1c(SCC(=O)Nc2sccc2C#N)nc2sc(C)c(C)c2c1=O	-2	-10	-2	3	96	-5	6	83	90

Structural class, those above with two or more sulfur atoms
SMILES	S1P2 ag	LYP act	S1P2 blocker	sEH activator	Fibroblast inh	sEH inhibitor	PostGolgi ctrl	HUVEC prolif 384	H69AR inhibit
CCS(=O)(=O)Nc1cccc(-c2nc3cccnc3s2)c1C	-9	-6	-9	4	89	-2	0	107	85
CCc1nnc(NC(=O)CSc2nnc3scc(-c4ccc(C)cc4)n23)s1	-1	6	-11	7	103	-5	·	94	82
COCc1nnc(NS(=O)(=O)c2ccc(C)cc2)s1	-3	-10	-6	5	99	-2	2	103	97
CC1CCCCN1C(=O)CSc1nnc(CSc2ncccn2)n1C (configuration not stated)	-7	1	-5	-9	103	8	18	108	97
C=CCn1c(SCC(=O)Nc2sccc2C#N)nc2sc(C)c(C)c2c1=O	-2	-10	-2	3	96	-5	6	83	90

(list continues)
SMILES	S1P2 ag	LYP act	S1P2 blocker	sEH activator	Fibroblast inh	sEH inhibitor	PostGolgi ctrl	HUVEC prolif 384	H69AR inhibit
Cc1cccc(N2CCc3c2nc2ccc(Br)cc2c3N)c1	-4	7	-4	5	99	-4	·	62	22*
Cc1cc(Nc2ccc3ccccc3c2)n2ncnc2n1	-7	-7	-1	·	95	·	3	58	58
O=C(Nc1cccc2c1C(=O)NC2=O)c1ccc(S(=O)(=O)N2CCCC2)cc1	-3	-1	38	0	109	0	5	97	78
CCN(CC)c1nc(C#N)cc(-c2ccc(OC)cc2)n1	19*	2	-22	-5	80	4	0	68	32*
Cc1ccn2c(NC3CCCCC3)c(C)nc2c1	-7	21	3	-4	93	4	24	107	103
CCCn1c(C)cc(=O)c2cc(NC(=O)c3ccccn3)ccc21	-5	-6	2	-8	97	7	6	81	65
CCOC(=O)C(Sc1n[nH]c(N)n1)c1ccccc1 (configuration not stated)	-3	2	-4	11	·	-10	0	·	·
CC(=O)NC1C(=O)Nc2c1cccc2C(F)(F)F (configuration not stated)	0	-3	2	7	107	-1	-1	90	97
CCCn1c(N)[n+](CC(=O)c2ccco2)c2ccccc21	-4	-6	5	·	100	·	7	107	90
Cn1c(CNc2nc3ccccc3n2CCN2CCCCC2)nc2ccccc21	2	-9	6	8	90	-6	-10	91	60
O=C(NCc1ccncc1)c1cnccn1	-7	-10	5	11	107	-8	-1	98	99
Cn1nnc(NC(=O)CSc2ccc(Cl)cc2)n1	-2	3	-5	-2	100	5	7	40	99
O=c1c2cc(N3CCOCC3)ccc2[nH]c(=S)n1CCCN1CCCCC1	2	-8	-9	11	99	-10	5	98	86
Cc1cc(N)n(-c2ncnc3scc(-c4ccc(Cl)cc4)c23)n1	1	5	-4	0	103	3	·	90	77
CCNC(=O)NC(=O)C(C)Sc1nnc(COc2ccccc2Cl)o1 (configuration not stated)	-7	-2	-9	-7	111	8	-3	100	102
CCc1nc(SCc2cccnc2)[nH]c(=O)c1C	·	·	·	·	101	·	7	99	88
CCOC(=O)CCCCC(=O)c1[nH]c(=O)[nH]c1CSc1nc2ccccc2[nH]1	-5	-7	10	2	97	0	-10	95	88
Cc1oc2nc(SCCCC(=O)NCCO)nc(N)c2c1C	-6	3	2	-8	95	8	8	101	86

Not all compounds are listed; count on the stated rates, not on these rows.
